# CXCR6 inh – CXCR6 (human) receptor inhibition. O00574. CHO-K1 PathHunter CXCR6 beta-arrestin, luminescence. inhibition, % at 20 µM. 360,000 compounds, 0.36% hits; in the data active = inhibition above about 34%, passing the limit was not always enough;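 note: antagonist mode with CXCL16 agonist at 10 nM final; 0% = 10 nM CXCL16 with DMSO and 100% = unstimulated wells without agonist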
# Target sequence (O00574 whole entry, looked up): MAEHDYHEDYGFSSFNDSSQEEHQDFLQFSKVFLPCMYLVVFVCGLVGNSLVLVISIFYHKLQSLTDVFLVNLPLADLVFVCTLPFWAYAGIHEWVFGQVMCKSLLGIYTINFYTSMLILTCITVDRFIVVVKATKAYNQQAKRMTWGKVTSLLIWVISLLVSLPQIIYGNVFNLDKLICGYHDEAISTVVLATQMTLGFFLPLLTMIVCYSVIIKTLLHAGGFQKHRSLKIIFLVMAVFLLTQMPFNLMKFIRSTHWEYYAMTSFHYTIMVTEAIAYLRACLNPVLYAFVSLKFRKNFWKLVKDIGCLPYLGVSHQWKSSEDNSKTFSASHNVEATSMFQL
# CCR6 antagonist – antagonists of human CCR6 receptor | 340,000 compounds, 0.49% hits | AID 493098 | inhibition, % at 20 µM | CHO-K1 CCR6 PathHunter beta-arrestin, luminescence, CCL20-stimulated | P51684;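 active = compounds whose inhibition of the agonist-driven luminescence signal at 20 µM reaches about 50%, limit read from the data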;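 note: cells stimulated with CCL20 at 14 nM final; plate controls were DMSO with CCL20 for no effect and DMSO without agonist for full effect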
# Target sequence (P51684 whole entry, looked up): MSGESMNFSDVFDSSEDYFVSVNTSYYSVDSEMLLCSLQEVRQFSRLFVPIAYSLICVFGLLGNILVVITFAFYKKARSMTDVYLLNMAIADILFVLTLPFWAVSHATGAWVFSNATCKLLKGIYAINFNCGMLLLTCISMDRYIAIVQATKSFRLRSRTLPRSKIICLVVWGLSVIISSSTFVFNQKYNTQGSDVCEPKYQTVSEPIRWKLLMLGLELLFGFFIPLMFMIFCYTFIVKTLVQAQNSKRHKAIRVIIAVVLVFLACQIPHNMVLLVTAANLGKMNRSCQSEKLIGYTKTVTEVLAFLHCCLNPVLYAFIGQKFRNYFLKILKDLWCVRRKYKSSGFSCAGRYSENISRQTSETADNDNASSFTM
# APJ antagonist – blocks the human apelin receptor APJ | CHO-K1 APJ beta-arrestin complementation, luminescence | inhibition, % at 20 µM | 330,000 compounds, 0.32% hits | AID 2521;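 active = inhibition above about 40% at 20 µM, limit read from the data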;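 note: cells challenged with 10 nM apelin-13 agonist together with compound; plate controls were apelin-13 plus DMSO wells for no effect and DMSO wells lacking apelin-13 for full effect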
# Gli-Sufu block – Gli-Sufu pathway antagonism; inhibition, % at 5 µM; Sufu-KO-LIGHT fibroblasts, Gli luciferase reporter luminescence; 340,000 compounds, 0.74% hits; AID 588413;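 active = inhibition above about 55%, limit read from the data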;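 note: 0% = DMSO-treated cells and 100% = wells with medium but no cells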
# EBI2 antag – blocks human EBI2 receptor beta-arrestin signaling; 360,000 compounds, 0.81% hits; P32249; EBI2 beta-arrestin recruitment, luminescence, 7a,25-OHC stimulated; AID 651636; inhibition, % at 5 µM; in the data active = inhibition above about 38%;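 note: enzyme fragment complementation signal reports receptor beta-arrestin coupling in cells; 0% = agonist plus DMSO wells and 100% = wells without agonist; some results beyond the cut were filed as inactive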
# UBC13 inh – inhibitors of human UBC13 polyubiquitin chain formation; P61088; 330,000 compounds, 0.47% hits; inhibition, % at 20 µM; AID 485273; TR-FRET; in the data active = inhibition above about 45%, passing the limit was not always enough
# Target sequence (P61088 whole entry, looked up): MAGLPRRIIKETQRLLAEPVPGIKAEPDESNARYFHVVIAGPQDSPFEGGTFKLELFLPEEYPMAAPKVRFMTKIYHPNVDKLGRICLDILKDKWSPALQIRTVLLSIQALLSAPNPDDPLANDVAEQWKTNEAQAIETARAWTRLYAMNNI
# 697 NFkB inh – lowers PMA/ionomycin-induced NF-kB signal in 697 B cells. 697 B-cell NF-kB luciferase reporter, 16 h. inhibition, % at 4 µM. AID 435022. 330,000 compounds, 0.33% hits; in the data active = inhibition above about 35%
# Jurkat NFkB inh – lowers PMA/ionomycin-induced NF-kB signal in Jurkat cells; inhibition, % at 4 µM; 330,000 compounds, 0.53% hits; PMA/ionomycin-induced NF-kB luciferase reporter, luminescence; in the data active = inhibition above about 50%
# The depositor's hits bear a star; . = not tested or not shown. An unsorted share of the library. About 3% of those tested had a hit in this group.
SMILES,CXCR6 inh,CCR6 antagonist,APJ antagonist,Gli-Sufu block,EBI2 antag,UBC13 inh,697 NFkB inh,Jurkat NFkB inh
CC(=O)Nc1cccc(C(=O)/C=C/c2ccc(N(C)C)cc2)c1,-9,5,-15,-11,43*,-119,10,-10
O=C(c1ccc(S(=O)(=O)c2ccccc2)cc1)N1CCc2ccccc2C1,4,13,7,-3,32,8,-5,16
Ic1ccc(N2CCN(Cc3c[nH]c4ncccc34)CC2)cc1,-5,2,2,4,-7,-8,-39,-15
O=C(NCCc1ccccc1)c1cnn2c(C(F)F)cc(C3CC3)nc12,0,-7,0,5,39,14,-6,3
CCN(CC(=O)NCc1cccs1)C(=O)c1cccc(S(=O)(=O)NCc2ccccc2)c1,1,0,6,-6,1,-4,-19,-15
CC1(C2CC2)NC(=O)N(CC(=O)Nc2ccc(Cl)c([N+](=O)[O-])c2)C1=O (centres undefined),0,2,-53,2,0,-4,8,-8
Cc1cc(Br)ccc1NC(=O)c1ccco1,5,-4,11,-19,3,-1,1,-4
Cc1ccc(C(=O)NCCc2ccc(S(N)(=O)=O)cc2)cc1[N+](=O)[O-],1,12,19,-4,-2,6,7,-20
Cc1nn(C)c(C)c1S(=O)(=O)N1CCCC(C(=O)N2CCN(c3ccc(Cl)cc3)CC2)C1 (centres undefined),-16,3,-15,6,-3,2,-25,-1
Cc1cccc(COc2ccc(S(=O)(=O)N3CCOCC3)cc2[N+](=O)[O-])c1,5,20,9,-1,5,-2,-6,5
CCN(C(=O)Cc1c(C(=O)O)n(C)c2ccccc12)c1cc(OC)ccc1OC,-5,0,15,36,3,-1,-9,-11
COc1ccc(NC(C)=O)cc1NC(=O)c1cccc(C(F)(F)F)c1,4,4,-8,-3,0,-4,9,3
O=C(/C=C/c1ccc(Cl)cc1)N(Cc1ccccc1)c1ccccn1,7,30,-4,-20,41*,9,16,-16
CN(Cc1ccccc1)S(=O)(=O)c1ccc(Cl)nc1,0,6,10,-18,-13,-4,11,10
CSc1ncccc1C(=O)OCC(=O)Nc1ccc2c(c1)CCC2,3,12,11,-8,5,14,7,3
COc1cccc(C=Nc2cc(C)on2)c1O,-3,5,-2,9,-11,-5,1,-3
COc1cccc(CN2CCNC(=O)C2CC(=O)NCCc2cccc(C)n2)c1OC (centres undefined),-6,7,4,5,-12,2,14,1
CC(Cc1ccccc1)=NNc1ccc([N+](=O)[O-])cc1[N+](=O)[O-],-4,13,.,26,5,.,.,.
CCn1c(C)c(C)c2cc(C(=O)N3CCc4ccccc4C3)ccc21,0,15,6,11,5,11,-13,30
COc1ccc2oc(C(=O)NN3C(C)CCCC3C)c(C)c2c1 (centres undefined),-1,-13,0,2,-4,-9,-16,9
CCCN1CCN(CCCNC(=O)c2ccc3c(=O)n(CCc4ccccc4)c(=O)[nH]c3c2)CC1,6,13,-4,16,1,20,14,23
CCOC(=O)CN1C(=O)N[C@@H](CCc2ccccc2)[C@H](C(=O)OC)[C@H]1C,5,-8,1,9,-2,8,3,8
COc1cccc(CC(=O)Nc2cccc3ccccc23)c1,-3,20,-2,6,5,2,16,7
COc1ccc(NC2CCCN(C(=O)c3ccc(OC)o3)C2)cc1 (centres undefined),-3,1,9,2,0,-10,-2,6
CC(=O)Nc1ccc(NC(=O)C(C)OC(=O)CNC(=O)c2ccc(-c3ccccc3)cc2)cc1 (centres undefined),-20,2,12,-10,-1,-3,2,14
CC1CCC(NC(=O)COC(=O)CSc2ccc(C(N)=O)cc2[N+](=O)[O-])CC1 (centres undefined),-1,13,10,-8,-2,-12,7,-1
Cc1noc(C)c1NC(=O)N(C)C[C@@H]1Oc2ccc(NC(=O)C3CCCCC3)cc2C(=O)N([C@@H](C)CO)C[C@H]1C,-7,2,0,2,-9,6,17,8
O=C(NC1CCCc2ccccc21)c1ccc(Cl)nc1 (centres undefined),0,-10,-17,3,5,2,0,2
CCc1cccc(NC(=O)CCCN2C(=O)NC(C)(C)C2=O)c1,-5,3,19,-7,-17,10,6,9
Cc1ccn2cc(CSc3ccccc3N)nc2c1,2,-2,-6,-53,1,1,-94,-76
COc1ccc(CNC(=O)N[C@H](C(=O)O)C(C)C)cc1OC,-2,8,-23,-4,-9,-5,17,4
CCC(=O)Oc1ccc2c(C)cc(=O)oc2c1C(=O)c1ccccc1,-4,5,.,2,4,.,.,.
CCOc1ccc(CCNC(=O)c2nccnc2C(=O)O)cc1OCC,2,-1,13,4,-5,4,6,-7
Cc1ccccc1NS(=O)(=O)c1ccc2[nH]c(=O)[nH]c2c1,-12,-12,1,-2,-5,-2,5,8
Cc1cc(Cl)ccc1N(CC(=O)NCc1ccc2c(c1)OCO2)S(C)(=O)=O,-9,14,0,9,-7,4,9,8
CN(C)NC1CCS(=O)(=O)C1 (centres undefined),-2,-12,-33,3,-7,4,1,-9
C=CCNC(=O)CSc1nnc(-c2ccccn2)n1Cc1ccccc1,12,17,-12,-2,6,0,15,-2
COC(=O)COc1ccc2oc(=O)cc(C)c2c1,-2,-18,-21,1,1,3,7,6
COc1ccc(N2CCN(C(CNS(=O)(=O)c3ccc(C)cc3)c3ccccc3)CC2)cc1 (centres undefined),-3,8,7,5,9,14,1,-8
NC(=O)C1CCN(C(=O)c2cc3c(s2)CCCCC3)CC1,-1,4,-10,-90,-3,2,-140,-24

# Given tab-delimited: four of the compounds above
molecule	CXCR6 inh	CCR6 antagonist	APJ antagonist	Gli-Sufu block	EBI2 antag	UBC13 inh	697 NFkB inh	Jurkat NFkB inh
O=C(NC1CCCc2ccccc21)c1ccc(Cl)nc1 (centres undefined)	0	-10	-17	3	5	2	0	2
C=CCNC(=O)CSc1nnc(-c2ccccn2)n1Cc1ccccc1	12	17	-12	-2	6	0	15	-2
NC(=O)C1CCN(C(=O)c2cc3c(s2)CCCCC3)CC1	-1	4	-10	-90	-3	2	-140	-24
COC(=O)COc1ccc2oc(=O)cc(C)c2c1	-2	-18	-21	1	1	3	7	6

# Profiles, looked up by structure. Order of screens: CXCR6 inh | CCR6 antagonist | APJ antagonist | Gli-Sufu block | EBI2 antag | UBC13 inh | 697 NFkB inh | Jurkat NFkB inh
# Record of COc1ccc(CNC(=O)N[C@H](C(=O)O)C(C)C)cc1OC : -2 | 8 | -23 | -4 | -9 | -5 | 17 | 4
# Record of Cc1cc(Cl)ccc1N(CC(=O)NCc1ccc2c(c1)OCO2)S(C)(=O)=O : -9 | 14 | 0 | 9 | -7 | 4 | 9 | 8
# Record of COc1ccc(N2CCN(C(CNS(=O)(=O)c3ccc(C)cc3)c3ccccc3)CC2)cc1 (centres undefined) : -3 | 8 | 7 | 5 | 9 | 14 | 1 | -8
# Record of O=C(NC1CCCc2ccccc21)c1ccc(Cl)nc1 (centres undefined) : 0 | -10 | -17 | 3 | 5 | 2 | 0 | 2
# Record of CC1CCC(NC(=O)COC(=O)CSc2ccc(C(N)=O)cc2[N+](=O)[O-])CC1 (centres undefined) : -1 | 13 | 10 | -8 | -2 | -12 | 7 | -1

# Additional records follow.
SMILES,CXCR6 inh,CCR6 antagonist,APJ antagonist,Gli-Sufu block,EBI2 antag,UBC13 inh,697 NFkB inh,Jurkat NFkB inh
CCC(=O)NS(=O)(=O)c1ccc(N=NN2CCCCC2)cc1,3,-2,-1,5,-11,2,17,2
CCOC(=O)c1ccc(-c2ccc(/C=N/NC(=O)c3cncc(Br)c3)o2)cc1,12,17,-13,-59,4,-13,-162,-72
O=C(CCCn1cc([N+](=O)[O-])cn1)Nc1cccnc1,1,7,-13,-4,-6,-8,-14,-9
COc1ccc(OCCOc2ccc(N(C)S(=O)(=O)c3ccccc3)cc2)cc1,-1,5,22,10,16,-8,-9,13
CC(=C1C(=O)c2ccccc2C1=O)N1CCN(c2ccc(F)cc2)CC1,6,6,-1,8,2,-24,-16,16
O=C(N[C@@H](Cc1ccccc1)C(=O)Nc1ccc(F)cc1)C1CCNCC1,-4,0,-1,2,-8,-4,-19,-20
CCNc1ccc(C(=O)OCC(=O)NC(C)c2ccccc2)cc1[N+](=O)[O-] (centres undefined),25,12,-2,9,6,-34,-28,-6
CNC(=O)c1sc(-c2ccccn2)nc1C,-6,8,0,0,4,-6,9,6
CC(=O)c1cc2c(cc1NC(=O)c1ccco1)OCCO2,-8,-2,14,15,-7,2,-2,-28
O=C(NCc1ccncc1)C(=O)NCc1ccncc1,-2,9,-8,-2,3,-15,10,4
CC(=C/c1ccco1)/C=N/N1CCN(c2ccccc2)CC1,-3,-2,19,-65,22,2,-67,-68
COc1ccc2ccccc2c1C(=O)/C=C\c1ccoc1,-7,15,-8,6,-5,-7,-22,21
O=C(COC(=O)Cc1ccccc1[N+](=O)[O-])NCC1CCCCC1,3,0,18,1,3,11,8,6
Cc1ccccc1-c1noc(-c2ccccc2C(=O)NCc2ccco2)n1,2,10,6,-1,-10,-10,6,-7
CCCOc1ccc(N2C(=O)CC(SCCc3nc4ccccc4[nH]3)C2=O)cc1 (centres undefined),3,-7,-13,-1,0,0,14,-10
COCCCC1CCN(Cc2cn[nH]c2-c2cc(OC)c(OC)c(OC)c2)CC1,-6,-8,-13,2,-5,-9,23,-10
Cc1ccc(/C=C2\SC(=S)N(C3CCS(=O)(=O)C3)C2=O)cc1 (centres undefined),-10,2,-8,20,4,-10,11,-10
CCOC(=O)c1[nH]c2ccc(F)cc2c1NC(=O)C(C)N1CCc2cc(OC)c(OC)cc2C1 (centres undefined),-9,-6,-5,5,-1,1,-9,6
CN(Cc1cccs1)C(=O)CN1CCN(S(=O)(=O)c2ccc3c(c2)OCCCO3)CC1,-1,3,26,-12,-4,-2,17,5
O=S(=O)(Nc1ccc(N2CCCCC2)cc1)c1cccs1,-2,5,-14,-4,-4,0,-12,-12
Cc1ccc(S(=O)(=O)NCCNc2ccc(Br)c(C)c2)cc1,3,-1,6,-3,8,17,16,8
CN1C(=O)N(C)C(NC(=O)Nc2ccccc2)C1NC(=O)Nc1ccccc1 (centres undefined),-1,-3,-5,-4,-2,-17,-18,-10
COc1ccc(-c2ccc(-c3noc(C(C)C)n3)c(OC)n2)cc1,9,15,-21,4,32,10,-33,-12
Cc1ccc(-n2nnnc2Sc2nc([N+](=O)[O-])nn2C)cc1C,-5,16,-27,-4,-15,-2,30,3
C[C@@H](NC(=O)c1coc(=O)c(Br)c1)c1ccccc1,2,9,-31,-5,3,-4,-5,-7
OC1CCC(NC(=S)Nc2ccc(SC(F)F)cc2)CC1 (centres undefined),-8,0,-8,-28,6,1,-23,-48
O=C(O)c1ccc(OS(=O)(=O)c2ccc(Cl)s2)cc1,3,4,-3,-4,-2,-5,0,9

# Seven of the entries above in order of the CCR6 antagonist value, low to high.
canonical_smiles	CCR6 antagonist
CN1C(=O)N(C)C(NC(=O)Nc2ccccc2)C1NC(=O)Nc1ccccc1 (centres undefined)	-3
Cc1ccc(S(=O)(=O)NCCNc2ccc(Br)c(C)c2)cc1	-1
OC1CCC(NC(=S)Nc2ccc(SC(F)F)cc2)CC1 (centres undefined)	0
O=C(O)c1ccc(OS(=O)(=O)c2ccc(Cl)s2)cc1	4
C[C@@H](NC(=O)c1coc(=O)c(Br)c1)c1ccccc1	9
COc1ccc(-c2ccc(-c3noc(C(C)C)n3)c(OC)n2)cc1	15
Cc1ccc(-n2nnnc2Sc2nc([N+](=O)[O-])nn2C)cc1C	16
